LmPK inhibitor – blocks Leishmania mexicana pyruvate kinase activity | 290,000 tested, 0.37% active | AID 1721 | purified LmPK, Kinase-Glo ATP luminescence, 1 h | Potency, µM (top dose mostly 57.5 µM), for the others: at the top dose activity change, negative = inhibition, most hits filed as inhibitors | Q27686; also: potency is read from the fitted curve at half-maximal effect; % is scaled to controls: 0 for no effect and ±100 for the full control effect
Target sequence (Q27686 whole entry, looked up): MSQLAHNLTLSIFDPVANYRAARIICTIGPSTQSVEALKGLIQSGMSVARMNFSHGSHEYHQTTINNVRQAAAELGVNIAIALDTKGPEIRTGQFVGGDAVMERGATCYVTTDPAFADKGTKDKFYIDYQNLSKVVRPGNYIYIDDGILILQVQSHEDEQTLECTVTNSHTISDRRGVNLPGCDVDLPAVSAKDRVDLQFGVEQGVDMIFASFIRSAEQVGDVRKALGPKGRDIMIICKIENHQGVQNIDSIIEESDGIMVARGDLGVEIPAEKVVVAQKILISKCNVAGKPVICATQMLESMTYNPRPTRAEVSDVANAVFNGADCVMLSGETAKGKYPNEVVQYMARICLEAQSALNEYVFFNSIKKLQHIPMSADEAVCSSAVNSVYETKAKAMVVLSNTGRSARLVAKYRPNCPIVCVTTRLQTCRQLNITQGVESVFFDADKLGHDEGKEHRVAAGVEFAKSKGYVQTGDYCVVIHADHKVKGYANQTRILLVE
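Pyruvate kinase activity monitored as ATP production (luciferase luminescence). Conditions: 0.1 nM enzyme, 0.5 mM PEP, 0.1 mM ADP, 1 h, RT; normalized against uninhibited and no-enzyme wells.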
AmpC inh no detg – AmpC beta-lactamase inhibition without detergent; Potency, µM (top dose mostly 57.1 µM), for inactives: at the highest dose activity change, negative = inhibition, usual class: inhibitors; 330,000 tested, 0.52% active; AmpC nitrocefin hydrolysis, absorbance 480 nm, 0.0001% Triton;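 also: potency is read from the fitted curve at half-maximal effect; plate controls were no compound for no effect and no enzyme for full effect; nearly all actives have a fitted effect of over 20% in size; some results filed as inactive show a strong effect at the top dose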
Target sequence (P00811 whole entry, looked up): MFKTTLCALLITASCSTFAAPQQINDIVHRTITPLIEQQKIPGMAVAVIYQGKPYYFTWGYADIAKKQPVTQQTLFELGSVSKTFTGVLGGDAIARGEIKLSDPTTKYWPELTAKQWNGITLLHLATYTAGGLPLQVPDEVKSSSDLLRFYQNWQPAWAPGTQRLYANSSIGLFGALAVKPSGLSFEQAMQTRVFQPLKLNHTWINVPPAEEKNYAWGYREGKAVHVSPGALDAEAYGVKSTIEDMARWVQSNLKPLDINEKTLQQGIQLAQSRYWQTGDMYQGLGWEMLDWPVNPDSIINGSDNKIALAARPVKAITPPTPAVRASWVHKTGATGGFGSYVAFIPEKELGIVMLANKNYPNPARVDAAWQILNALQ
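AmpC (5.3 nM in the dispensed reagent) in 20 mM phosphate pH 7.0 with 0.01% (detergent screen) or 0.0001% Triton X-100 was preincubated with compounds for 15 min at room temperature. Nitrocefin was then added from an 800 uM solution, and hydrolysis was followed at 480 nm.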
Pf growth 96h – inhibits malaria parasite growth, 96 h; P. falciparum luciferase reporter growth, 96 h; Potency, µM (series often up to 28.7 µM), for the others: at the top dose activity change, negative = inhibition, hits mostly inhibitors; 320,000 tested, 6.9% active; AID 504834; also: potency is read from the fitted curve at half-maximal effect; % is scaled to controls: 0 for no effect and ±100 for the full control effect
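Erythrocytes infected with luciferase-expressing P. falciparum were dispensed at 2% hematocrit and 0.05% parasitemia (final), then incubated with compounds 96 hours at 37 C in 5% CO2. Luminescence after detection reagent addition reported growth.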
Shiga inhibitor – inhibitors of Shiga toxin in Vero cells | Vero cells, Shiga toxin protein synthesis inhibition reporter | inhibition, % at 38.7 µM | 290,000 tested, 9.2% active | AID 2315; in the data active = inhibition mostly above about 28%, no sharp cut-off; inactive = mostly below about 43%; also: 0% is about no effect
Cycloheximide cs – counter-screen hit for Shiga toxin inhibitors, cycloheximide | max response, % | cell reporter, cycloheximide protein synthesis inhibition counterscreen | AID 2314 | 300,000 tested, 12% active; in the data active = max response mostly above about 13%, no sharp cut-off; inactive = mostly below about 14%; also: read at 38.3 µM for the half of the compounds with a filed dose; 0% is about no effect
Tb PYK inh – T. brucei pyruvate kinase inhibition. AID 624173. Q57TT1. Potency, µM (titrated, usually from 76.8 µM), for the others: at the top dose activity, negative = inhibition, usual class: inhibitors. TbPYK enzyme, Kinase-Glo Plus ATP luminescence, 45 min. 410,000 tested, 0.12% active; also: potency is read from the fitted curve at half-maximal effect; % is scaled to controls: 0 for no effect and ±100 for the full control effect; nearly all actives have a fitted effect of over 50% in size
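In this concentration-response screen, enzyme-free wells defined baseline while DMSO plates tracked drift. Each reaction combined TbPYK, substrate, compound and 130 uM ADP for 45 min at room temperature. Kinase-Glo Plus luminescence gave the signal.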
Pf growth 48h – inhibits P. falciparum growth in the first generation, 48 h | P. falciparum luciferase growth in erythrocytes, 48 h | AID 504832 | Potency, µM (top dose mostly 28.7 µM), without a hit: top-dose activity change, negative = inhibition, hits mostly inhibitors | 310,000 tested, 5.9% active; also: potency is read from the fitted curve at half-maximal effect; % is scaled to controls: 0 for no effect and ±100 for the full control effect
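In quantitative HTS format, infected erythrocytes bearing luciferase-reporter parasites were treated for a single generation at 37 C. Luminescence after adding detection reagent served as the growth measure.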
An asterisk follows results filed as active; ? = inconclusive; nt = no result given; [ ] = another dose, or the depositor's remark. Unless noted, calls follow the shape of the dose curve; as a rule, active = well fitted curve in the direction sought with a large enough effect; inconclusive = small, poorly fitted or top-dose-only effect, or another doubt; inactive = no such curve, though single readings can be large; an effect the other way counts as inactive or inconclusive. Compounds were not picked by outcome; 22% or so of the library scored in one or more.

Compound	Cycloheximide cs	Tb PYK inh	Pf growth 48h	LmPK inhibitor	AmpC inh no detg	Shiga inhibitor	Pf growth 96h
S=C(NCCCN1CCOCC1)N1CCN(c2nc(-c3ccc(Cl)cc3)cs2)CC1	-3.1	-15.9%	9.6%	1.3%	-9.4%	4.6	10.5%
Cc1cccc(C(=O)OCC(=O)c2c(C)[nH]c3ccccc23)c1O	nt	-8.5%	29.2%	nt	-25.4%	nt	89.9%[activator]
Cc1c(NC(=O)c2ccc(N3CCCC3)c([N+](=O)[O-])c2)cccc1-c1nc2ccccc2s1	4.7	2.2%	10.4µM*	4.8%	8.3%	19.7	?
CCCCn1c(SCc2ccccn2)nc2c1c(=O)n(C)c(=O)n2C	-1.5	3.7%	?	1.1%	-4.6%	6.8	nt
COc1ccccc1/C=N/N=C(/N)N[N+](=O)[O-]	10.7	8.9%	nt	1.0%	-8.0%	29.5	38.3%[activator]
COc1ccc(CCn2c(-c3ccco3)nc3nc4ccccc4nc32)cc1OC	7.9	nt	-18.5%	-0.7%	65.3%[activator]	-11.0	-6.6%
Cc1ccccc1NC(=S)N(CCCN1CCC(C)CC1)Cc1ccco1	-1.3	-3.9%	-25.6%	-7.1%	-19.4%	-4.1	13.1µM*
CN1/C(=C\C(=O)c2cccs2)C(C)(C)c2ccccc21	24.6*	-10.2%	9.28µM*	-0.8%	-26.6%	16.0	21.3%
CCOc1ccccc1NC(=O)CSc1c(C)n[nH]c1C	-1.7	1.4%	6.8%	0.5%	-10.1%	-13.6	?
Cc1nc2c(c(C)c1C#N)C(=O)c1ccccc1-2	1.3	3.2%	2.6%	-2.0%	-20.6%	-6.1	46.6%[activator]
COc1ccccc1NCCC(=O)OCC(=O)NCc1ccco1	5.0	-11.9%	-0.8%	2.2%	1.4%	6.2	17.5%
COCCNc1c(-c2ccc(OC)cc2)nc2ccc(Cl)cn12	29.1	-7.2%	20.0%	-1.8%	-5.9%	61.7*	-4.7%

Reprinted from the part before: two entries, followed by the next part.
Compound	Cycloheximide cs	Tb PYK inh	Pf growth 48h	LmPK inhibitor	AmpC inh no detg	Shiga inhibitor	Pf growth 96h
COc1ccccc1NCCC(=O)OCC(=O)NCc1ccco1	5.0	-11.9%	-0.8%	2.2%	1.4%	6.2	17.5%
COCCNc1c(-c2ccc(OC)cc2)nc2ccc(Cl)cn12	29.1	-7.2%	20.0%	-1.8%	-5.9%	61.7*	-4.7%
Cc1c(NC(=O)c2cc(-c3ccco3)on2)c(=O)n(-c2ccccc2)n1C	-2.2	-21.4%	0.6%	-0.3%	-23.2%	22.2	?
COCCSc1nnc(NC(=O)C2CC(=O)N(c3ccc(C)cc3)C2)s1 (centres undefined)	-2.3	0.5%	-7.5%	3.7%	0.2%	-21.9	1.8%
COc1cccc(CCNC(=O)c2ccc(C#N)cc2)c1	20.9*	0.6%	19.2%	2.6%	-12.2%	38.2*	-54.1%
Cc1ccc2nc(N(CCN(C)C)C(=O)/C=C/c3cccs3)sc2c1	-2.5	1.7%	?	-1.2%	141.2%[activator]	-4.7	?
CCC(CC)COC(=O)C(C#N)c1nc2ccccc2nc1N1CCOCC1 (centres undefined)	-0.9	-2.9%	?	7.0%	36.5%	-4.0	-3.6%
Cc1cc(NC(=O)C(C)SCC(=O)Nc2ccc(Br)cc2Br)no1 (centres undefined)	nt	-1.8%	?	nt	-22.0%	nt	-1.0%
Cc1nnn(C23CC4CC(CC(CC(=O)Nc5cccc(F)c5)(C4)C2)C3)n1	-2.3	-1.9%	?	-0.6%	-1.0%	-5.7	4.7%
O=C(/C=C/c1ccccc1Cl)NC1CCCCC1	32.9*	-11.8%	-16.6%	-13.8%	-13.4%	26.5*	15.7%
COc1ccccc1CNC(=O)[C@H](C)NC(=O)C1CCN(C(=O)[C@@H](N)CC(C)C)CC1	-3.1	-3.7%	2.3%	-1.5%	0.9%	-8.1	-11.2%
COc1ccc(CNC(=O)C(c2ccncc2)N(C(=O)Cc2cccs2)c2ccccc2)cc1 (centres undefined)	-1.0	0.4%	6.2%	5.4%	-4.5%	-7.9	13.1µM*
Cc1cc(=O)oc2cc(OCC(=O)Nc3cccc(S(=O)(=O)N(C)C)c3)ccc12	-5.8	4.3%	-2.4%	2.4%	-17.9%	-4.2	45.6%[activator]
CCOCCCNC(=O)c1ccc(N2CCCC2)c(NS(=O)(=O)c2ccc(C)cc2)c1	10.6	-7.9%	10.4%	-8.3%	30.1%	12.5	28.2%

Remaining list, next part
Compound	Cycloheximide cs	Tb PYK inh	Pf growth 48h	LmPK inhibitor	AmpC inh no detg	Shiga inhibitor	Pf growth 96h
N#Cc1c(Nc2ccc(F)cc2)sc(C(=O)c2ccccc2)c1N	-6.8	3.6%	43.3%[activator]	-0.9%	-33.1%	-2.5	24.6%
CC1CCc2nc(NC(=O)CN3CCOCC3)sc2C1 (centres undefined)	38.4*	1.5%	48.8%[activator]	2.6%	-9.5%	67.8*	-9.9%
CCC(CC)c1nnc(NC(=O)c2ccco2)s1	13.4	-16.9%	28.1%	6.4%	-16.4%	31.9	59.4%[activator]
CCOC(=O)c1ccc(NC(=O)Nc2ccccn2)cc1	24.1*	5.7%	133.8%[activator]	-8.2%	-18.8%	61.3*	?
CN(C)C1(CNC(=O)C2CCN(S(=O)(=O)c3cccc(C(F)(F)F)c3)CC2)CCCCC1	-2.8	-9.4%	?	-8.2%	77.0%[activator]	19.1	?
CCC1CCCN1Cn1cnc2c([nH]c3ccc(OC)cc32)c1=O (centres undefined)	4.8	-9.0%	6.7%	1.3%	-12.8%	18.9	-17.7%
Cc1ccc(CN2C(=O)N/C(=C\c3ccc(N4CCOCC4)cc3)C2=O)cc1	-2.8	-9.3%	1.5%	5.0%	-31.8%	-7.4	?
O=C(O)C1CCCN1C(=O)Nc1ccccc1 (centres undefined)	3.2	-6.5%	4.3%	0.4%	-14.2%	-0.9	?
COc1ccc(CC(C)CC(=O)Nc2ccc(OC)cc2)cc1 (centres undefined)	0.4	-9.3%	-10.4%	0.2%	-20.0%	-7.2	16.9%
O=C(N/N=C/c1ccc(N2CCOCC2)s1)c1ccccc1Cl	34.1*	-16.2%	-29.7%	-5.0%	-27.4%	108.7*	?
CCOC(=O)c1sc(N=Nc2c(O)[nH]c(=O)[nH]c2=O)c(C(=O)OCC)c1C	1.4	nt	24.5%	5.5%	-6.9%	-3.2	-5.8%
CCN(CC)C(=O)C(=O)c1cccn1-c1cccc(Cl)c1C#N	-4.7	-9.5%	-11.7%	3.7%	2.6%	-15.5	nt

Remaining list, next part.
Compound	Cycloheximide cs	Tb PYK inh	Pf growth 48h	LmPK inhibitor	AmpC inh no detg	Shiga inhibitor	Pf growth 96h
Cc1cccc(OCCC(=O)Nc2ccc(C)c(S(=O)(=O)N3CCCCC3)c2)c1	-2.6	11.2%	-14.9%	0.9%	-26.1%	-4.6	?
Cn1c(-c2ccc(-c3ccccc3)cc2)c[nH]c1=S	30.9*	-4.3%	5.22µM*	-10.8%	-36.2%	68.8*	?
CCOc1ccc(NC(=O)CN(C)C(=O)c2ccccc2Cc2ccccc2)cc1OCC	nt	-7.5%	11.7µM*	nt	43.4%	nt	?
O=C(Nc1ccccc1Cl)c1cc[n+](Cc2ccc([N+](=O)[O-])cc2)cc1	2.3	2.7%	-17.6%	5.9%	-17.1%	-10.3	4.6%
O=C(/C=C\c1ccc2c(c1)OCO2)NC1(C(=O)Nc2ccc3c(c2)OCCO3)CCCCC1	-4.4	1.1%	-18.0%	2.4%	-16.9%	-4.8	?
O=C(c1ccc(Cl)cc1)C1CCCN(Cc2cccc3cccnc23)C1 (centres undefined)	0.5	1.1%	9.28µM*	4.7%	56.2%	-4.9	-5.3%
O=C(Cn1ccc2ccccc2c1=O)NCCC(=O)NC1CCN(Cc2ccccc2)CC1	-4.0	-7.7%	18.0%	-5.0%	9.3%	10.7	?
O=C(Nc1ccccc1)/C(=C/c1cccnc1)NC(=O)c1ccccc1	-3.6	3.1%	20.2%	0.3%	-11.0%	-15.2	0.0%
O=C(C1=C[C@@H](C2CC2)C[C@@H](OCCCCO)O1)N1CCN(Cc2ccccc2)CC1	-2.4	4.6%	-26.4%	-0.1%	108.7%[activator]	-6.6	-18.5%
C/C(=N\NC(N)=O)c1ccc(Cl)cc1	-0.8	18.7%	35.8%[activator]	3.2%	-0.9%	-16.1	38.1%[activator]
Cc1ccc(N/N=C/c2c(O)n(-c3ccccc3)c(=O)[nH]c2=O)cc1	22.3*	-8.3%	52.0%[activator]	-1.7%	-31.2%	41.7	39.1%[activator]
N#Cc1ccccc1Cn1c(=O)n(CCC(=O)NCc2ccco2)c(=O)c2ccccc21	-4.7	3.4%	-23.0%	-0.2%	-11.4%	-13.1	?

Following part
Compound	Cycloheximide cs	Tb PYK inh	Pf growth 48h	LmPK inhibitor	AmpC inh no detg	Shiga inhibitor	Pf growth 96h
O=C(CNC(=O)c1ccc(N2C(=O)c3ccccc3C2=O)cc1)OCC(=O)c1ccccc1	-2.7	-6.6%	-3.2%	1.1%	-11.2%	1.7	51.9%[activator]
O=S(=O)(Nc1ncccn1)c1cc(Cl)ccc1Cl	-1.5	6.6%	1.8%	0.9%	-5.5%	1.5	?
COc1ccc(C(=O)NCC(=O)N/N=C/C=C/c2ccccc2)cc1OC	14.2	-3.1%	31.5%[activator]	10.7%	22.2%	39.4	?
Cc1noc(C)c1C(=O)OC(C)C(=O)Nc1ccc(S(=O)(=O)NC(C)C)cc1 (centres undefined)	1.8	-9.1%	0.8%	2.9%	-16.5%	-4.6	22.6%
COc1ccccc1/C=N/NC(=O)CNC(=O)c1ccc(S(=O)(=O)N(C)C)cc1	-1.1	3.0%	6.6%	-4.7%	-10.5%	1.0	42.3%[activator]
Cc1cc(Cl)ccc1C(=O)C1CCCN(C(=O)CCn2cncn2)C1 (centres undefined)	0.9	-0.8%	1.8%	-6.5%	34.5%	15.2	?
O=C(CN1C(=O)c2ccccc2C1=O)Nc1ccc2c(c1)OCO2	1.3	1.9%	19.0%	-12.3%	-30.2%	-3.8	nt
Cn1cnc2c1c(=O)n(Cc1cccc(Cl)c1)c(=O)n2C	-8.1	-2.1%	nt	0.7%	-1.0%	-8.4	-15.6%

Among those listed so far, these have fluorine.
Compound	Cycloheximide cs	Tb PYK inh	Pf growth 48h	LmPK inhibitor	AmpC inh no detg	Shiga inhibitor	Pf growth 96h
Cc1nnn(C23CC4CC(CC(CC(=O)Nc5cccc(F)c5)(C4)C2)C3)n1	-2.3	-1.9%	?	-0.6%	-1.0%	-5.7	4.7%
N#Cc1c(Nc2ccc(F)cc2)sc(C(=O)c2ccccc2)c1N	-6.8	3.6%	43.3%[activator]	-0.9%	-33.1%	-2.5	24.6%
CN(C)C1(CNC(=O)C2CCN(S(=O)(=O)c3cccc(C(F)(F)F)c3)CC2)CCCCC1	-2.8	-9.4%	?	-8.2%	77.0%[activator]	19.1	?
